Screens (PubChem BioAssay)
Yeast growth inh: chemicals that inhibit yeast BB579 growth in restrictive medium (lifespan-shortening candidates). S. cerevisiae BB579 growth, OD615, 48 h. inhibition, % at 10 µM. 140,000 compounds, 0.51% hits;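 active means inhibition above a set limit, 3 SD over the mean compound inhibition, cut at about 44% in these data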; further: inactives centre near -24
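Material: Saccharomyces cerevisiae DeaD strain BB579, replicative lifespan model yeast; buffer or medium: CSMM-D restrictive synthetic medium containing dextrose (glucose); compound: 10 µM single dose, DMSO 0.25%; timing: 48 h compound exposure at 30 °C after 4 h preincubation; signal: turbidity as optical density at 615 nm; benchmarks: positive control amphotericin B 10 µg/mL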
Measles CPE: protection of cells from measles virus; AID 841; 140,000 compounds, 1.5% hits; Measles virus-infected cells, CPE protection, absorbance; protection (pct of control), % at 4 µM; in the data active means protection mostly above about 24%, no sharp cut-off; inactive means mostly below about 26%; further: some compounds called inactive have numbers as strong as hits
NPY Y2 blocker: NPY-Y2 (human) receptor antagonism. 140,000 compounds, 0.99% hits. P49146. AID 793. NPY-Y2 expressing cells, antagonist mode. inhibition, % at 2.7 µM; in the data active means inhibition above about 17%;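 further: 0% = vehicle with agonist challenge and 100% = reference antagonist with challenge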
Target sequence (P49146 whole entry, looked up): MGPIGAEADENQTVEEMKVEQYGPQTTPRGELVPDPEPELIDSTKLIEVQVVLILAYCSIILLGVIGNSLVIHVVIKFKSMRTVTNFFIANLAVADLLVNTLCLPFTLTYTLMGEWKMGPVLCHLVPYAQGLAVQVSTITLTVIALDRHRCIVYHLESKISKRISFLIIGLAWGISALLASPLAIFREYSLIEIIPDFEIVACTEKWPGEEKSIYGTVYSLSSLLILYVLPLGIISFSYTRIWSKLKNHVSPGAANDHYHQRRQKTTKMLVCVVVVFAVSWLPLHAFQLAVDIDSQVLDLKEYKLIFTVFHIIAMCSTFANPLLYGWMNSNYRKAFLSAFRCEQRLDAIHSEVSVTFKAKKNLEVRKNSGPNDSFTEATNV
bCat KO growth: beta-catenin-lacking colon tumor cell growth suppression; 140,000 compounds, 1.5% hits; HCT116 beta-catenin knockout viability, CellTiter-Glo, 60 h; active compounds read low; viability, % at 10 µM;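 active means viability at or under a set limit, the compound median less 4 SD, cut at about 6% in these data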;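 further: 0% = Hyamine 1622 control at 20 µM and 100% = untreated cell control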
PTEN del growth: PTEN-deleted cell growth suppression; AID 827; 140,000 compounds, 1.2% hits; HCT116 PTEN-null viability, CellTiter-Glo, 60 h; active compounds read low; viability, % at 10 µM;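 active means viability at or below a set limit, 4 SD under the median of all tested compounds, cut at about 3.7% in these data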;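 further: PTEN knockout HCT116 line with beta catenin targeted HCT116 as companion control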
Phagocytosis inh: blocks phagocytosis by macrophages | J774A.1 macrophage IgG-bead phagocytosis, imaging | inhibition, % at 5 µM | 110,000 compounds, 0.07% hits;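 active means inhibition above the mean of the plate negative controls plus 5 SD, cut at about 13% in these data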;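 further: phagocytic index as fraction of beads internalized from green versus red external bead signal; plate controls were DMSO negative control for no effect and cytochalasin-D positive control for full effect; some results beyond the cut were filed as inactive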
E-sel TNF inh: blocks E-selectin expression induced by TNF alpha; HUVEC TNFa-induced E-selectin immunofluorescence, high content; inhibition, % at 2 µM; 120,000 compounds, 0.71% hits; AID 1246;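 active means inhibition above the batch mean plus 3 SD, and confirmed as a hit on visual image review, cut at about 43% in these data; inconclusive means passes the inhibition cutoff but fails visual image review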;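 further: 0% = TNF-stimulated DMSO wells and 100% = unstimulated control wells; not every result past the cut was called active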
MRP-1 activ: activators of MRP-1; H69AR cells + doxorubicin, viability rescue, CellTiter-Glo; viability increase, % at 10 µM; 140,000 compounds, 0.61% hits; AID 799;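 active means viability gain under doxorubicin at or above a set limit, the compound median plus 3 SD, cut at about 4.7% in these data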;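 further: MRP-1 overexpressing cells given doxorubicin 25 µM after compound pretreatment; 18-22 h compound pretreatment then 72 h with doxorubicin before readout; 0% = doxorubicin-only wells and 100% = vehicle-treated cells without doxorubicin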
GALR2 antag: GALR2 (human) receptor antagonism. O43603. GALR2-expressing cells, antagonist mode. inhibition, % at 4 µM. 140,000 compounds, 0.39% hits; in the data active means inhibition above about 27%;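 further: cells stimulated with galanin 1-16 at roughly its EC80; 0% = agonist challenge control and 100% = basal control without agonist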
Target sequence (O43603 whole entry, looked up): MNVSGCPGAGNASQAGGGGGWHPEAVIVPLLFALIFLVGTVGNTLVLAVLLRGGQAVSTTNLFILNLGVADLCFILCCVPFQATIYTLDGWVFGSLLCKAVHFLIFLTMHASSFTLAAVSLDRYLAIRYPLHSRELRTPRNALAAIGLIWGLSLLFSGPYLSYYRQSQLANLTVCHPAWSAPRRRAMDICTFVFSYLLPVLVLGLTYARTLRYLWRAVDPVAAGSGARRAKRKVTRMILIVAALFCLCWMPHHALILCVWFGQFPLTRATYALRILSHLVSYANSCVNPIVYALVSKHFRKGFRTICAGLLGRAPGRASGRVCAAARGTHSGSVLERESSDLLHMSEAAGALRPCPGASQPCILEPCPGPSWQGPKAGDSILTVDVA
Yeast life ext: extends the lifespan of yeast; inhibition of the nicotinamide effect, % at 10 µM; S. cerevisiae growth with nicotinamide, OD615; deaD strain in restrictive glucose medium; 130,000 compounds, 0.68% hits; AID 775;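 active means inhibition above a set limit, placed 3 SD over the median of all compounds, cut at about 26% in these data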;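 further: 0% = nicotinamide-treated wells and 100% = cells grown without nicotinamide; some compounds called inactive have numbers as strong as hits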
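Measured by: optical density (absorbance) at 615 nm; System: modified budding yeast, DeaD strain; Medium: restrictive CSMM-D dextrose medium; Timing: 4 h preincubation then 48 h treatment at 30 °C.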
Active calls of the source: *; ? = inconclusive; nt = not tested or not shown. Compounds were not picked by outcome; about 6.3% have a hit in one of these screens.

SMILES	Yeast growth inh	Measles CPE	NPY Y2 blocker	bCat KO growth	PTEN del growth	Phagocytosis inh	E-sel TNF inh	MRP-1 activ	GALR2 antag	Yeast life ext
CCCCCOc1ccc(CSCCNC(=S)Nc2ccccc2)cc1	3.0	6.7	1.5	36.3	49.3	-10.7	nt	-3.5	-14.2	1.6
Cc1sc2ncnc(OCC(=O)N3CCN(S(=O)(=O)c4ccc(Cl)cc4)CC3)c2c1C	-12.1	9.2	-0.3	79.0	77.5	1.4	-3.6	-0.2	-7.8	-12.1
Cc1nc(=O)cc(-c2ccccc2)n1-c1ccccc1	-36.8	36.3*	1.4	91.9	103.9	-0.9	6.3	-2.2	6.8	-5.9
CC1CCCCN1S(=O)(=O)c1ccc(S(=O)(=O)N2CCN(c3ccc(F)cc3)CC2)cc1 (stereo not given)	-35.1	16.0	6.3	84.9	90.4	0.4	nt	-1.9	-2.9	-12.0
O=C(/C=C/c1ccco1)NC(=S)Nc1ccc(N2CCCC2)cc1	-20.6	10.1	1.0	34.7	33.4	-3.7	nt	-4.4	-0.4	-3.4
CCNC(=O)c1c(NC(C)=O)sc2c1CCCC2	-43.1	6.2	3.8	100.6	95.6	nt	-10.7	-2.7	-0.7	-17.7
CCCOc1ccc(C(=O)NC(C)C(=O)O)cc1 (stereo not given)	-12.1	4.0	2.1	111.8	96.8	3.3	12.4	1.0	1.0	-5.7
Cc1cc(-c2ccccc2)nc(N2CCC(C(=O)NC(C)C)CC2)n1	-47.5	6.3	-0.7	102.1	89.7	5.9	-15.2	-1.1	-4.6	5.5
CCOC(=O)c1c(C)nc2c(C)cccn12	-10.5	9.1	3.7	89.1	96.9	nt	-0.7	-0.9	-11.9	0.4
CC1CCC/C(=N\NC(=S)NCc2ccccc2)C1 (stereo not given)	-85.3	12.1	3.6	90.0	92.8	0.0	-10.2	-1.2	-4.6	10.2
COC(=O)C/C(C)=N/Nc1ccc(S(=O)(=O)N2CCCC2)cc1[N+](=O)[O-]	9.0	12.7	3.0	109.8	97.1	-5.9	-1.0	-2.5	-1.6	0.8
O=C(Cn1c(=O)n(-c2cccc(Cl)c2)c(=O)n1CC(=O)N1CCCCC1)N1CCCCC1	-97.4	15.3	-1.9	95.2	107.4	nt	-15.8	-0.6	8.3	-9.4
Cc1ccc2nc3c(cc2c1)c(NC(=O)c1cccnc1)nn3C	-18.8	3.5	2.1	72.7	85.2	-3.9	nt	-1.6	-6.6	-21.5
CCOC(=O)/C(C(=O)Nc1ccccc1Cl)=C1/NC(C)(C)Cc2ccccc21	-14.2	7.4	-0.1	101.0	109.0	-1.0	nt	-0.3	-6.5	-2.8
O=C(Nc1cccc2ccccc12)/C(=C\c1cccc([N+](=O)[O-])c1)NC(=O)c1cccs1	-35.6	13.7	4.7	64.2	81.5	-14.0	19.7	-3.0	1.7	-2.6
CCOc1ccc(C(=O)Nc2cc(-c3nc4ccccc4[nH]3)ccc2Cl)cc1[N+](=O)[O-]	-36.8	7.4	3.8	1.2*	1.2*	-9.1	nt	-4.9	6.0	-2.8
CCOC(=O)N1CCN(C(=O)CSc2nnc(-c3cccs3)o2)CC1	2.9	9.0	-1.6	101.2	97.5	-0.2	nt	-1.4	-7.2	-0.2
Cc1c(/C=C/C(=O)c2ccc(Cl)s2)cnn1C	-27.7	4.6	0.5	59.1	52.3	nt	-1.8	-6.9	11.8	nt
S=C(NCCC(c1ccccc1)c1ccccc1)Nc1cccc(Cl)c1	39.8	8.6	4.0	19.2	22.2	nt	-1.9	-4.2	11.0	1.2
C(=N\N1CCN(Cc2cccc3ccccc23)CC1)/c1cccnc1	12.1	2.1	7.2	74.4	72.5	0.2	-17.8	-0.4	-11.6	-9.2
O=S(=O)(c1ccc(F)cc1)N1CN(Cc2ccco2)c2nc3ccccc3nc21	-74.8	2.2	2.9	86.9	93.1	-1.7	-14.3	-1.7	-10.8	4.5
O=C(CSc1ncnc2ccccc12)Nc1ccc(N2CCOCC2)cc1	-48.7	7.1	0.0	95.8	99.5	-1.2	-8.8	-2.7	10.9	-6.2
COc1cc(/C=N/Nc2nc(C)cc(C)n2)ccc1OC(=O)c1ccco1	-3.5	8.1	3.9	93.1	96.9	-8.6	10.3	-1.5	12.9	-1.9
CC1CCN(S(=O)(=O)c2ccc3c(c2)c(=O)c(C(=O)NCc2ccco2)cn3C)CC1	-39.2	5.1	1.5	42.0	45.5	-0.2	-4.2	-2.9	-1.0	5.1
CCc1cccc(C)c1NC(=O)C1=C(C(=O)O)CCCC1	-15.4	6.0	-0.7	95.1	103.6	1.7	-1.9	-0.6	9.3	9.5
O=C(Nc1ccccc1C(=O)NCc1ccco1)c1ccco1	-55.7	15.1	0.9	100.8	96.7	-2.2	20.6	-1.7	11.2	-9.8
COc1ccccc1NC(=S)Nc1cccc2cnccc12	-13.1	11.4	-3.0	86.3	82.4	-2.5	nt	-3.2	-2.9	9.9
CSc1ccccc1NC(=O)CSc1nnnn1-c1ccccc1SC	-6.1	5.2	10.0	95.7	100.5	1.0	-17.5	-2.4	6.4	-4.4
CCc1ccc(NC(=O)C(C)OC(=O)c2ccc(N3CCCC3)c([N+](=O)[O-])c2)cc1 (stereo not given)	-21.1	5.2	4.6	78.9	84.4	2.3	nt	0.0	7.4	-4.6
Cc1ccc(C)c(NC(=O)CN2C(=O)CNC2=O)c1	-25.2	4.8	1.5	101.2	97.1	0.3	-19.7	-0.9	-2.3	-6.8
COc1cc2c(cc1OC)CN(C(=O)c1cc(=O)c3ccccc3o1)CC2	-11.2	2.8	6.8	32.8	31.6	2.2	12.2	-1.7	-3.6	-16.6
C=CCOc1c(Br)cc(CNn2nnnc2N)cc1OC	-32.9	5.0	2.8	84.6	96.7	0.0	?	-0.3	-15.4	-3.4
CCN1CCN(C(=O)CN(c2ccc(C)cc2)S(C)(=O)=O)CC1	-30.3	5.0	1.1	101.0	80.5	-0.4	4.3	-2.5	-25.4	-3.5
COc1ccc(C(c2nnnn2Cc2cccs2)N2CCN(c3ccccc3)CC2)cc1OC (stereo not given)	-5.0	3.1	7.5	96.0	88.0	-0.2	12.0	-2.8	8.0	-7.9
COc1cccc(-c2nnc(SCC(=O)OC(C)C)n2Cc2ccco2)c1	-34.7	2.7	8.1	101.8	96.0	0.2	9.1	-3.3	-5.8	-5.3
COC(=O)c1ccc(COC(=O)c2ccc(-n3cnnn3)cc2)o1	-10.6	2.0	6.6	102.9	106.7	1.3	33.4	0.4	7.3	-10.8
O=C(CCNS(=O)(=O)c1cccc2nsnc12)N1CC(=O)N(CCc2ccccc2)C(=O)C1	-11.8	6.9	0.5	95.0	104.2	-5.1	nt	-0.9	-4.9	-9.7
COc1nccnc1NS(=O)(=O)c1ccc(NC(=S)NC(=O)c2cccc(F)c2)cc1	-16.0	19.8	-0.4	98.0	88.3	0.6	nt	-1.0	1.6	-0.6
CCn1c(=O)cc(SCC(=O)NCCC2=CCCCC2)c2ccccc21	-16.0	1.0	4.2	90.7	91.3	-2.4	-2.1	-1.0	-16.0	0.5
CCCCCCn1c(-c2ccco2)nc2oc3cc(OC)ccc3c(=O)c2c1=O	-1.2	1.8	-0.2	82.3	64.4	-0.3	nt	-3.2	3.4	3.4
COc1ccccc1-n1c(SC)nc(O)cc1=O	-15.5	6.7	0.5	96.6	99.9	nt	-4.5	-0.6	-7.1	-1.6
CC(C)(C)C1CCc2c(C(=O)NNC(=O)/C=C/C(=O)O)csc2C1 (stereo not given)	-27.0	11.7	3.4	90.1	95.2	-3.6	nt	0.1	10.1	3.7
O=C(O)CCCC(=O)Nc1ccn(-c2ccccc2)n1	-30.9	19.8	3.6	98.7	99.1	0.2	12.9	-2.4	13.8	-4.5
COc1ccc2c(c1)C1(Nc3ccccc3C(=O)N1c1ccccc1)C(=O)N2 (stereo not given)	-24.1	24.1	2.1	91.9	101.1	-0.6	4.2	-2.2	3.1	-24.2
Fc1ccc(-c2nc3ccncc3[nH]2)cc1	-43.8	10.2	1.7	72.9	75.3	-0.3	-20.0	-1.9	-8.8	-15.9
O=C(CN1CCOCC1)Nc1nc(-c2ccc3c(c2)CCN3S(=O)(=O)c2ccccc2)cs1	-22.2	16.4	1.0	16.4	16.4	-0.3	-35.5	-0.4	-3.3	-8.5
COC(=O)c1sccc1NC(=O)/C=C/c1ccc(Cl)cc1Cl	-20.2	3.0	-1.1	40.7	10.6	nt	nt	-4.7	6.1	-1.2
Cn1cnnc1SCC(=O)Nc1cccc(S(=O)(=O)N2CCCCCC2)c1	-32.6	16.2	0.1	98.7	91.9	-11.1	20.5	-2.5	13.1	-1.8
CC(C)n1nnnc1SCC(=O)N1CCOCC1	-62.7	15.1	0.0	87.2	103.2	-1.3	4.4	-0.6	3.4	0.8
CCN(CC)C(=O)CSc1nc(-c2ccco2)cc(C(F)(F)F)c1C#N	-20.8	18.7	5.6	83.9	93.8	nt	-14.8	-0.5	9.9	nt
Cc1nc2ccc(S(=O)(=O)NCC(=O)N3CCN(c4ccccc4)CC3)cc2s1	-8.6	14.0	1.0	77.9	87.2	-2.6	2.1	-0.1	-4.3	-15.0
Cc1ccc(S(=O)(=O)CCC(=O)NCCN2C(=O)S/C(=C\c3ccccc3)C2=O)cc1	-24.2	3.5	0.2	75.3	70.6	-3.2	nt	2.2	15.0	-0.2
O=C(O)c1cccc(S(=O)(=O)N2CCSCC2)c1	-17.4	2.9	5.0	84.3	92.2	-0.4	-24.1	0.6	10.4	-2.8
Cc1ccc(-n2ncc(N(C)C)c(Cl)c2=O)cc1	-29.3	15.5	0.6	99.5	93.3	nt	12.2	2.4	7.1	2.9
O=C1c2sc3nc4c(c(=O)n3c2C(=O)N1c1ccccc1)CCC4	10.0	23.4	3.0	58.8	56.0	-0.6	1.2	1.0	-6.1	-21.5
Cc1ccc(NC(=O)Cn2c(-c3ccc(F)cc3)cnc2SCC(=O)Nc2c(C)cccc2C)cc1	-24.0	19.9	0.0	60.4	79.6	-4.5	nt	-3.9	10.7	0.0
COCCCNCC(=O)c1c(N)n(Cc2ccccc2)c(=O)n(C)c1=O	-14.5	11.4	1.5	97.7	106.5	nt	nt	-0.5	11.2	-10.6
CCCC(=O)c1c(NC)cc(C)oc1=O	26.8	22.2	1.8	83.1	90.1	1.8	nt	1.0	7.5	-14.7
OCCNCCCCCOc1ccc(F)cc1	-34.3	3.6	4.7	90.6	92.6	-1.1	-4.4	0.1	-7.7	-10.8
